Screens as filed in PubChem.
HTT ATP protect: Huntington cell model cytoprotection by ATP luminescence | 230,000 tested, 0.14% active | PC12 HTT-Q103 induced, cytoprotection, ATP luminescence, 40 h | Potency, µM (doses to about 56.4 µM), inactives show cytoprotection (ATP increase), hits mostly activators | AID 1471;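 note: % of control where 0% means no effect; nearly all actives have a fitted effect of over 45% in size; toxic huntingtin expression switched on by the ecdysone agonist tebufenozide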
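Rat PC12, Q103 Htt exon1-GFP fusion, ecdysone promoter; tebufenozide inducer 100 nM final; compound titration; qHTS, 1500 cells/well; ATPlite luminescent read.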
HTT aggregate: reduces HttQ103-GFP aggregates in PC12 cells; AID 1688; PC12 HttQ103-GFP aggregates, Acumen cytometry, 40 h; 220,000 tested, 1.1% active; Potency, µM (top dose mostly 46.1 µM), without a hit: at the top dose activity change, negative = inhibition, usual class: inhibitors; note: % is set by controls: 0 for no effect and ±100 for the full control effect; nearly all actives have a fitted effect of over 60% in size
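Steps: seed 1500 PC12 HTTQ103-GFP cells/well; add tebufenozide, 100 nM final; add compound titration; add ATPLite reagent; quantify GFP aggregates by laser scanning cytometry.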
GAA glycogen: GAA glycogen-cleavage inhibition or activation. recombinant GAA, glycogen substrate, Amplex Red glucose oxidase fluorescence. Potency, µM (top dose mostly 76.4 µM), for the others: at the top dose activity change, negative = inhibition, usual class: inhibitors. 300,000 tested, 0.38% active. AID 2100;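 note: 0% = full enzyme reaction and -100% = no-enzyme basal signal; the screen sought inhibitors and activators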
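Natural-substrate format: glycogen cleavage by 4 nM human enzyme, glucose read by Amplex Red coupling (Ex 573, Em 610 nm). Normalized to enzyme and no-enzyme controls.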
IMPase Li inh: IMPase inhibition in cells with lithium potentiation | Potency, µM (titrated, usually from 59.4 µM), inactives show at the highest dose activity, negative = IMPase inhibition, usual class: inhibitors | 210,000 tested, 0.35% active | CHO-M1 cells, IP1 TR-FRET (IP-One), carbachol + lithium | AID 1457;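 note: IP1 builds up when IMPase is blocked and the TR-FRET signal falls; plate controls were basal vehicle for no effect and high inhibitor control for full effect; nearly all actives have a fitted effect of over 50% in size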
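IP1 accumulation measured by competitive TR-FRET in lysed CHO-M1 cells after 30 min compound exposure at 37C, with a small lithium addition to potentiate weak responses. Hill-equation AC50 from ratio and donor-channel data.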
RGS12 GoLoco inh: blocks human Gai1 binding to RGS12 GoLoco peptide, red readout. Potency, µM (doses to about 61.6 µM), without a hit: top-dose activity, negative = inhibition, actives largely listed as inhibitors. P63096. AID 880. Gai1:RGS12 GoLoco peptide FP, rhodamine, 10 min. 230,000 tested, 0.44% active; active = well fitted inhibition curve with a large enough effect, not every such curve was filed as active; inactive = no such curve, though single readings can be large or run the other way; note: % is set by controls: 0 for no effect and ±100 for the full control effect; nearly all actives have a fitted effect of over 30% in size; many of its hits are not listed in these tables
Target sequence (P63096 whole entry, looked up): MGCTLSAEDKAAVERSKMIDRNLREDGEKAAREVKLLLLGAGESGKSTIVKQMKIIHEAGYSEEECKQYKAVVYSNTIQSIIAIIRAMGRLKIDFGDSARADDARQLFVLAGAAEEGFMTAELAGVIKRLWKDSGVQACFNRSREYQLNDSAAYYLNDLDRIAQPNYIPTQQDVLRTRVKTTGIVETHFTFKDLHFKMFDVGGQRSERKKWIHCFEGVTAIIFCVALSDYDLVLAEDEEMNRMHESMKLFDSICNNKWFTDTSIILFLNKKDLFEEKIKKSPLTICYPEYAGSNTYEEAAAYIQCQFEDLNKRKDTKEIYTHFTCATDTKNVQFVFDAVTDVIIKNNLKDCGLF
GAA inh: blocks human lysosomal alpha-glucosidase; Potency, µM (titrated, usually from 76.9 µM), for inactives: top-dose activity change, negative = inhibition, actives largely listed as inhibitors; P10253; purified human GAA, 4-MU-alpha-glucoside fluorescence; AID 1466; 200,000 tested, 0.005% active;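 note: plate controls were uninhibited enzyme wells for no effect and no-enzyme background for full effect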
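Activity normalized between no-enzyme (basal) and enzyme-only wells. Conditions: 4 nM human enzyme, 400 uM fluorogenic substrate, citrate/phosphate pH 5.0 with Tween-20, 20 min room temperature, compounds up to 77 uM.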
GAA spleen mod: lysosomal alpha-glucosidase (human) modulation. AID 2112. P10253. human spleen homogenate, 4-MU-alpha-glucoside fluorescence. 240,000 tested, 0.006% active. Potency, µM (series often up to 79.9 µM), inactives show top-dose activity change, negative = inhibition, most hits filed as inhibitors;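 note: 0% = enzyme with vehicle and -100% = no enzyme basal signal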
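AC50 values come from Hill-equation fits of concentration-response data, normalized to no-enzyme and full-activity controls. Enzyme source: 1 ug human spleen homogenate; 1 mM fluorogenic 4-MU glucoside, pH 5.0 citrate buffer, 37 C, 40 min.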
The depositor's hits bear a star; ? = inconclusive; · = no result given; & = joins results of further samples; [ ] = another dose, or the depositor's remark. Unless noted, calls come from the whole dose curve; as a rule, active = well fitted curve in the direction sought with a large enough effect; inconclusive = small, poorly fitted or top-dose-only effect, or another doubt; inactive = no such curve, though single readings can be large; an effect the other way counts as inactive or inconclusive. Potency is the fitted concentration of half-maximal effect. The list is partial; rates above refer to the full screens.

Under each structure – HTT ATP protect, HTT aggregate, GAA glycogen, IMPase Li inh, RGS12 GoLoco inh, GAA inh, GAA spleen mod
#1 CC(C)=CC(=O)Nc1nnc(-c2ccccc2C)s1
  15%[10 µM], -2%[9.22 µM], -11%, -2%, 11%, ?, -11%
#2 c1ccc2c3nnc4n(c-3nc2c1)CCCS4
  1%, 9%, 0%, 29%[38.3 µM], -8%, 0%, -3%
#3 CCn1cc(C(=O)NCc2ccccc2OC)c(=O)c2cc(S(=O)(=O)N(C)C)ccc21
  -12%, 2%, -6%, 32%[38.3 µM], 12%, -5%, -12%
#4 O=[N+]([O-])c1cc(S(=O)(=O)N2CCCC2)ccc1NN=C1CCCC1
  -16%[10 µM], 18%, -1%, 8%, 12%, 3%, -3%
#5 CCOC(=O)c1c(NC(=O)CSc2nnnn2CC)sc(C)c1C
  -10%, -13%, 1%, -9%[38.3 µM], 10%, 0%, -8%
#6 COc1ccccc1NC(=O)CN1CCSc2ccccc21
  -24%, 18%, 2%, 3%, 6%, -1%, -23%
#7 Cc1ccc(NC(=O)NNC(=O)C2CC(c3cccnc3)=NO2)cc1 (configuration not stated)
  -5%, 4%, -5%, 9%[38.3 µM], 76%[activator], -6%, -6%
#8 CC(=O)c1ccc(OCC(O)CN2CCC(C)CC2)cc1 (configuration not stated)
  2%, -7%, 4%, 4%[38.3 µM], 0%, -2%[15.4 µM], -4%
#9 COc1ccc(-c2noc(-c3ccoc3C)n2)cc1
  6%[10 µM], 15%[9.22 µM], -15%, 13%, 5%, -5%, -11%
#10 Cc1nc2cccc([N+](=O)[O-])c2n1CCCN(C)C
  9%[10 µM], ·, ·, -2%, 4%[14.2 µM], ·, ·
#11 CNC(=O)C1(C)C=CCN1C(=O)c1ccccc1 (configuration not stated)
  1%, 7%, 3%, 5%&-5%, 2%&1%, -1%, -1%&3%
#12 COc1ccc(Cl)cc1CSc1ncn[nH]1
  -2%[10 µM], -12%[9.22 µM], 0%, ·, 5%, ·, 1%
#13 CCCCCOC(=O)Cc1c(O)c2ccccc2n(C)c1=O
  -9%[0.074 µM], 2%[9.22 µM], 7%, 9%[38.3 µM], -2%, -11%, 2%
#14 COc1cc(C2NCCc3c2[nH]c2ccccc32)ccc1OC(C)C (configuration not stated)
  4%[10 µM], 14%[9.22 µM], 12%, 1%, 20%, -8%[15.4 µM], 18%
#15 O=C1NC(=O)c2cc(NC(=O)C3CCCCC3)ccc21
  3%[0.074 µM], -8%, 6%, 17%[38.3 µM], -8%, -5%, -1%

Some of the entries so far, as tab-separated lines.
nr	molecule	HTT ATP protect	HTT aggregate	GAA glycogen	IMPase Li inh	RGS12 GoLoco inh	GAA inh	GAA spleen mod
1	CC(C)=CC(=O)Nc1nnc(-c2ccccc2C)s1	15%[10 µM]	-2%[9.22 µM]	-11%	-2%	11%	?	-11%
2	c1ccc2c3nnc4n(c-3nc2c1)CCCS4	1%	9%	0%	29%[38.3 µM]	-8%	0%	-3%
3	CCn1cc(C(=O)NCc2ccccc2OC)c(=O)c2cc(S(=O)(=O)N(C)C)ccc21	-12%	2%	-6%	32%[38.3 µM]	12%	-5%	-12%
4	O=[N+]([O-])c1cc(S(=O)(=O)N2CCCC2)ccc1NN=C1CCCC1	-16%[10 µM]	18%	-1%	8%	12%	3%	-3%
5	CCOC(=O)c1c(NC(=O)CSc2nnnn2CC)sc(C)c1C	-10%	-13%	1%	-9%[38.3 µM]	10%	0%	-8%
6	COc1ccccc1NC(=O)CN1CCSc2ccccc21	-24%	18%	2%	3%	6%	-1%	-23%
7	Cc1ccc(NC(=O)NNC(=O)C2CC(c3cccnc3)=NO2)cc1 (configuration not stated)	-5%	4%	-5%	9%[38.3 µM]	76%[activator]	-6%	-6%
8	CC(=O)c1ccc(OCC(O)CN2CCC(C)CC2)cc1 (configuration not stated)	2%	-7%	4%	4%[38.3 µM]	0%	-2%[15.4 µM]	-4%
9	COc1ccc(-c2noc(-c3ccoc3C)n2)cc1	6%[10 µM]	15%[9.22 µM]	-15%	13%	5%	-5%	-11%
10	Cc1nc2cccc([N+](=O)[O-])c2n1CCCN(C)C	9%[10 µM]	·	·	-2%	4%[14.2 µM]	·	·
11	CNC(=O)C1(C)C=CCN1C(=O)c1ccccc1 (configuration not stated)	1%	7%	3%	5%&-5%	2%&1%	-1%	-1%&3%

Other compounds follow.
Under each structure – HTT ATP protect, HTT aggregate, GAA glycogen, IMPase Li inh, RGS12 GoLoco inh, GAA inh, GAA spleen mod
#16 COc1cccc(C2/C(=C(/O)c3ccncc3)C(=O)C(=O)N2CCCN(C)C)c1 (configuration not stated)
  -33%, 11%, -3%, 3%[38.3 µM], 4%, -4%, -4%
#17 Cn1c(=O)n(CCOc2ccc([N+](=O)[O-])cc2)c2ccccc21
  -4%[10 µM], 14%[9.22 µM], 8%, ·, 2%, ·, -1%
#18 COc1ccc(C(=O)NC(C)c2nnc(SCC(=O)Nc3nc(C)cs3)n2C)cc1 (configuration not stated)
  0%, -17%, -13%, 26%[38.3 µM], 3%, -3%, -8%
#19 Cc1ccc(N2C(=O)S/C(=C/c3cn(C)c4ccccc34)C2=O)cc1
  7%, -4%, 0%, -17%[38.3 µM], 1%, -6%, -18%
#20 CC(=O)C1CCN(Cc2ccccc2)CC1
  -7%, 0%, 10%, 37%[activator][38.3 µM], -3%, -18%, 5%
#21 CC1Cc2ccccc2N1C(=O)c1cnsn1 (configuration not stated)
  -2%[0.074 µM], 1%, -4%, 18%[38.3 µM], 3%, -7%, -5%
#22 CCOc1ccc(N(CC(=O)Nc2nccs2)S(=O)(=O)c2c(C)noc2C)cc1
  -15%, -9%, -17%, 7%[38.3 µM], 5%, -8%[15.4 µM], 0%
#23 CN(Cc1cccs1)C(=O)CCCc1c[nH]c2ccccc12
  -29%, -1%, -6%, 8%, 10%, 4%, 0%
#24 O=C(CCCn1cnc([N+](=O)[O-])n1)Nc1cccc(Cl)c1Cl
  -5%[10 µM], 7%, 2%, -2%, 2%, 3%, -8%
#25 Cc1nc(NCc2cccnc2)c2c3c(sc2n1)CC(C)CC3 (configuration not stated)
  -9%[10 µM], -12%, -10%, -22%, 13%, -4%, -1%
#26 Cc1ccc(-c2nc3ccccc3[nH]2)cc1NC(=O)/C=C/c1ccco1
  -68%[inhibitor], ?, 2%, 3%[38.3 µM], 18%, -23%, -13%
#27 COc1ccccc1/C=N/NC(=O)CNC(=O)c1ccccc1
  5%[10 µM], 12%[9.22 µM], 0%, ·, 3%, ·, 1%
#28 CCCOC(=O)C(C)n1cnc2sc(C)c(C)c2c1=O (configuration not stated)
  -2%, 5%, -9%, 46%[activator][38.3 µM], 11%, 1%, 7%
#29 Cc1cc2occ(CC(=O)NC3=NCCS3)c2cc1C(C)C
  -6%, -13%, -4%, -7%[38.3 µM], -1%, ?, -1%
#30 Cc1nc(Nc2ccc(F)cc2)nc(Nc2ccc(F)cc2)c1[N+](=O)[O-]
  -11%[10 µM], -18%[9.22 µM], 8%, ·, -14%, ·, -1%

[31] C=CCn1c(SCC(=O)Nc2nccs2)nnc1-c1ccco1
[32] C/C(=N\NC(=O)CNc1cccc(Cl)c1C)C1CC1
[33] COc1ccc(Cl)cc1NC(=O)c1c(-c2ccccc2)noc1C
[34] O=C(O)CCc1ccc(-c2ccccc2)n1NC(=O)c1cccs1
[35] CC12C(=O)N(c3ccccc3)C(=O)C1C(c1ccccc1)N1CCCN12 (configuration not stated)
[36] CCCS(=O)(=O)n1nc(-c2ccccc2)cc1N
[37] COc1cccc(Cn2cc(N)cn2)c1
[38] CC(C)(C)NC(=O)Nc1ccc(Br)cc1

assay / compound | 31 | 32 | 33 | 34 | 35 | 36 | 37 | 38
HTT ATP protect | -1% | 4%[10 µM] | 5% | 7%[10 µM] | 13%[10 µM] | 4% | -2%[10 µM] | -1%[10 µM]
HTT aggregate | -16% | 18%[9.22 µM] | 0% | -4%[9.22 µM] | 0%[9.22 µM] | 1% | 4%[9.22 µM] | -10%[9.22 µM]
GAA glycogen | 8% | -24% | 0% | 2% | -10% | 11% | 17% | 9%
IMPase Li inh | -7%[38.3 µM] | 5% | 14%[38.3 µM] | 3% | · | -3%[38.3 µM] | 0% | 9%
RGS12 GoLoco inh | -5% | -4% | 3% | 11% | 5% | 3% | 16% | -1%
GAA inh | -2% | -7% | -1% | 11% | -7%[15.4 µM] | -4% | ? | ·
GAA spleen mod | -8% | 5% | -8% | -3% | -2% | -2% | -3% | 0%

[39] O=C(NN1C(=O)/C(=C\c2cccnc2)SC1=S)c1ccco1
[40] Cc1ccccc1SCCNC(=O)CCc1ccccc1
[41] Cc1ccc(-c2nnc(Nc3ccc(C(=O)N(C)C)cc3)c3ccccc23)cc1S(=O)(=O)NC(C)(C)CO
[42] CCn1c(CNC(=O)COc2c(C)cccc2C)nnc1SCC(=O)Nc1nccs1
[43] Cc1csc2nc(CSc3nncn3-c3ccccc3)c(Br)n12
[44] CCOc1cc2[nH]c(=S)n(CCN3CCCCC3CC)c(=O)c2cc1OCC (configuration not stated)
[45] CCOC(=O)/C(=N/Nc1ccc(OC)cc1)Sc1nnc(CCc2ccccc2)n1-c1ccccc1
[46] CN(/N=C/c1c[nH]c2ccccc12)c1cnn(-c2ccc(F)c(Cl)c2)c(=O)c1Cl

assay / compound | 39 | 40 | 41 | 42 | 43 | 44 | 45 | 46
HTT ATP protect | -13% | -28% | -3%[10 µM] | -10% | 15% | -5% | 19%[10 µM] | 13%
HTT aggregate | 4% | -7% | -3%[9.22 µM] | -5% | 18% | 2%[9.22 µM] | 19% | 12%
GAA glycogen | -3% | -6% | · | 3% | 5% | 2% | ? | 0%
IMPase Li inh | 2% | 3% | · | 10%[38.3 µM] | 34%[activator][38.3 µM] | 25%[38.3 µM] | 5% | -10%[38.3 µM]
RGS12 GoLoco inh | 10% | 10% | 6% | -1% | 6% | 41%[activator] | -2% | 2%
GAA inh | -23% | 6% | · | 3% | -1% | -9% | ? | -3%
GAA spleen mod | -3% | -13% | 11% | -8% | 4% | -1% | -1% | -3%

[47] Cc1cccc(SCc2noc(C(=O)NC(C)C)c2C(=O)O)c1
[48] O=C(OCc1nc2ccccc2s1)[C@@H]1CCCN1S(=O)(=O)c1ccccc1F
[49] Cc1cccn2c(=O)c3cc(C(=O)N4c5ccccc5CC4C)n(C)c3nc12 (configuration not stated)
[50] O=C(CCN1CCCCC1)c1ccccc1

assay / compound | 47 | 48 | 49 | 50
HTT ATP protect | -3% | 1% | -24% | 3%
HTT aggregate | -3% | 9% | -2% | 26%
GAA glycogen | -9% | -3% | -9% | -3%
IMPase Li inh | -9%[38.3 µM] | 31%[activator][38.3 µM] | 6%[38.3 µM] | 32%[38.3 µM]
RGS12 GoLoco inh | 10% | 35%[activator] | -36% | -15%
GAA inh | 0% | -5% | 5% | -10%
GAA spleen mod | 0% | -4% | -2% | -2%
